esBAF inh: blocks esBAF chromatin remodeling in mouse ES cells; Bmi1-luciferase knock-in reporter, 24 h; 100% = twice the neutral-well signal; reporter increase, % at 12.5 µM; 350,000 compounds, 2% hits; AID 602393; in the data active = activation above about 40%; inconclusive = no clear call, values can overlap the other calls;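 note: 0% = median of the plate's neutral control wells and 100% = double that signal; a rise in the Bmi1 reporter signal indicates esBAF inhibition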
S100A4 inh HTS: S100A4-myosin IIA interaction inhibition; P26447; S100A4/TAMRA-MyoIIA peptide fluorescence polarization; inhibition, % at 10.7 µM; 360,000 compounds, 0.14% hits; AID 652163;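 active = mean inhibition of at least 70% across replicates, with every replicate also reaching that level; inconclusive = mean inhibition reaches 70% but some replicates fall short; inactive = mean inhibition below 70%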
Target sequence (P26447 whole entry, looked up): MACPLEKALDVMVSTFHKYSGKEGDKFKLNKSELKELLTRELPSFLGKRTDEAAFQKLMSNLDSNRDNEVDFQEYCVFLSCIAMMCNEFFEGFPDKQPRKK
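Test system: S100A4 monomer protein; Medium: HEPES pH 7.2 with CaCl2, KCl, NaCl, DTT, Triton; Probe or stimulus: TAMRA-labelled myosin IIA heavy-chain peptide probe, 5 nM; Doses: one dose per compound; Times: polarization read 5 min after assay mix addition, stable 5–60 min; Benchmarks: neutral control DMSO, positive control TFP.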
ERp5 inh: inhibitors of human ERp5; ERp5 insulin aggregation, absorbance 650 nm, 90 min; inhibition, % at 9.99 µM; 350,000 compounds, 0.05% hits; AID 651711; Q15084;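 active = mean replicate inhibition above about 25%, with every replicate also reaching it, limit read from the data, passing the limit was not always enough; inconclusive = only one of those two criteria met; inactive = neither criterion met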
ERAP1 HTS inh: blocks human ERAP1 aminopeptidase activity | Q9NZ08 | recombinant ERAP1, Leu-AMC fluorescence, 60 min | inhibition, % at 10.7 µM | 340,000 compounds, 0.15% hits | AID 652197;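 active = mean replicate inhibition of at least 30%, or all replicates individually reaching that 30% level; inactive = mean below 30% and not every replicate reaching it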;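 note: 0% = neutral control wells and 100% = L-leucinethiol positive control wells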
XiGFP reactiv: activators of X-chromosome reactivation in mouse fibroblasts. XiGFP mouse fibroblasts, % GFP-positive cells imaging, 3 d; cells co-treated with 5-aza-dC sensitizer; scaled so ellipticine positive control = 100%. activation, % at 7.58 µM. 360,000 compounds, 0.055% hits. AID 743238;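 active = mean normalized replicate activation at least 10% and every replicate at or above 10%; inconclusive = only one of the two criteria met; inactive = mean below 10% and not all replicates reach 10%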;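 note: 0% = median of on-plate neutral control wells and 100% = ellipticine 6 µM median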
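material = 68-5-11 XiGFP fibroblast line | medium = DMEM plus 5-aza-dC sensitizer | schedule = 3 days compound exposure | benchmarks = positive control ellipticine, 6 µM final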
E-sel inducer: induces E-selectin expression in human endothelial cells. 260,000 compounds, 0.37% hits. activation, % at 7.58 µM. HUVEC E-selectin immunofluorescence imaging; normalized: neutral wells 0, TNF-alpha wells 100;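 active = mean E-selectin-positive cell signal at least 10% of the positive control, reached in at least 60% of replicates, without over 20% cell loss; inconclusive = no rule given, readout overlaps actives, possibly toxicity-flagged; inactive = the rest, including those meeting only one limit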;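 note: in these data hits start at about 27%; measured in HUVEC primary endothelial cells; signal is the percent of cells scored E-selectin positive by PE staining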
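Read-out: % PE-positive cells | Test system: HUVEC | Doses: One compound dose added by pin transfer | Buffer or medium: EGM-2 over gelatin coat | Signal: Immunofluorescence imaging | Benchmarks: TNF-alpha, DMSO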
RAD52 inh: inhibitors of human RAD52 DNA annealing. 360,000 compounds, 0.46% hits. inhibition, % at 18.7 µM. P43351. recombinant RAD52 DNA annealing, FRET fluorescence;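 active = every replicate showing at least 50% inhibition; inconclusive = mean inhibition at least 50% but not in every replicate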
RAD54 branch: RAD54 (human) branch migration inhibition; RAD54 Holliday junction branch migration, FAM/BHQ fluorescence; Q92698; 360,000 compounds, 0.14% hits; inhibition, % at 10.4 µM;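 active = mean normalized replicate activity at least 40 and at least half of replicates scoring 40 or more; inconclusive = only one of the two criteria met; inactive = mean below 40 and under half of replicates reaching 40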;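 note: 0% = median of neutral control wells and 100% = median of positive control wells; inhibitors cause a drop in the FAM fluorescence signal; in these data hits start at about 50%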
Target sequence (Q92698 whole entry, looked up): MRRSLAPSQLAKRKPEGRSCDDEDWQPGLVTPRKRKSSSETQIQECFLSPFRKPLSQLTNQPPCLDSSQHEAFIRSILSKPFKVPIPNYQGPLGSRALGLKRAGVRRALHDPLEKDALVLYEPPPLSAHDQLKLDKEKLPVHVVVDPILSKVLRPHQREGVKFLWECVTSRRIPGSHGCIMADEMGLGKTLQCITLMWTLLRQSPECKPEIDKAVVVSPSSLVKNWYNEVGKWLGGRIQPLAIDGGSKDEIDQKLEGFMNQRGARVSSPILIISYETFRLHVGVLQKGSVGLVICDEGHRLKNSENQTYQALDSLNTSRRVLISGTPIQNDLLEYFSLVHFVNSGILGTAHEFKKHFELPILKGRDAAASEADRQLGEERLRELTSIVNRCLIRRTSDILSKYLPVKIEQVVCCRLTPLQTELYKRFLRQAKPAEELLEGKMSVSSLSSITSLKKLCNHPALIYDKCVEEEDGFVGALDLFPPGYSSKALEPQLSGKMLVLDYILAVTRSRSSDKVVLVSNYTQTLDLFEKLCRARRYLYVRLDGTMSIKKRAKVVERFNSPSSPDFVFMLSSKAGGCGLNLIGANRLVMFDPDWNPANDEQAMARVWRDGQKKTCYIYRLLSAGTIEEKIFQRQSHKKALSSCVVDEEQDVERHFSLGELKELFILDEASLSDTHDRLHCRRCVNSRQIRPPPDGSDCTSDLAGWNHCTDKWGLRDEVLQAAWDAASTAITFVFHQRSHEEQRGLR
* = called active by the depositor; ? = inconclusive; . = no result given; & = joins results of further samples. Outcome played no part in choosing rows, and some 2.5% of all compounds hit somewhere here.

SMILES	esBAF inh	S100A4 inh HTS	ERp5 inh	ERAP1 HTS inh	XiGFP reactiv	E-sel inducer	RAD52 inh	RAD54 branch
CSc1cccc(NS(=O)(=O)c2ccc3c(c2)CCN3C(C)=O)c1	-19	3	0	-1	0.0	.	-30	-10
CO[C@@H](CN(C)S(=O)(=O)c1cccc(Cl)c1)[C@@H](C)CN(C(=O)Nc1ccccc1F)[C@@H](C)CO	3	-17	-1	1	0.1	0.4	1	6
C[C@H](CO)N1C[C@H](C)[C@@H](CN(C)Cc2ccc(C(F)(F)F)cc2)Oc2ccc(NS(C)(=O)=O)cc2C1=O	-9	-1	-1	-1	0.1	-4.8	13	-4
CC(=O)Nc1c(-c2ccc(C)cc2)nc2ccc(Cl)cn12	-7	4	4	-4	0.1	0.0	-5	11
Cc1noc(C)c1NC(=O)Nc1ccc2c(c1)C(=O)N([C@@H](C)CO)C[C@H](C)[C@@H](CN(C)Cc1ccc(Oc3ccccc3)cc1)O2	-2	11	2	0	0.8	2.1	-8	-1
C[C@H](CO)N1C[C@H](C)[C@H](CN(C)S(=O)(=O)c2cn(C)cn2)Oc2ccc(NC(=O)Nc3cccc4ccccc34)cc2C1=O	6	3	-1	4	0.2	-2.7	3	-3
C[C@H](CO)N1C[C@H](C)[C@@H](CN(C)Cc2ccc(C(=O)O)cc2)Oc2c(NC(=O)c3ccncc3)cccc2C1=O	2&-6	4	-5	0	0.0&0.5	0.0	-6	-2&1
CN(C)Cc1cn(CC[C@H]2CC[C@@H](NS(=O)(=O)c3ccccc3)[C@@H](CO)O2)nn1	2	1	0	0	0.2	0.0	-5	-4
CCN1C(=O)N[C@@H](c2cccs2)C(C(C)=O)=C1C	2	19	-6	2	-0.1	0.1	-7	0
C[C@H](CO)N1C[C@H](C)[C@H](CN(C)CC2CCCCC2)Oc2c(NS(=O)(=O)c3cccs3)cccc2C1=O	-4	-16	2	0	0.5	.	-18	-1
CN1C(=O)c2cc(NC(=O)Cc3cccs3)ccc2OC[C@@H]2O[C@@H](CC(=O)O)CC[C@H]21	5	6	0	-2	0.3	0.0	-4	8
CS(=O)(=O)N(CC(=O)NCC1CCCO1)c1cccc([N+](=O)[O-])c1 (configuration not stated)	.	-2	5	0	0.0	.	-7	.
COc1ccc2c3c([nH]c2c1)[C@H](CO)N(Cc1cc(F)ccc1F)CC31CCN(C(=O)CN(C)C)CC1	.	.	4	.	0.0	-0.2	0	.
CN1C(=O)c2cc(NS(=O)(=O)c3ccc(Cl)cc3)ccc2OC[C@@H]2O[C@@H](CC(=O)N3CCc4ccccc4C3)CC[C@@H]21	15	-15	-5	0	0.1	-0.1	-8	15
COc1ccc(CCNC(=O)C2CCCN(c3nc(C)cc(C)n3)C2)cc1 (configuration not stated)	0	-2	-1	0	0.0	.	-12	.
CCC(=O)N1C[C@@H](C)[C@@H](OC)CN(C)C(=O)c2ccc(NC(=O)c3cnccn3)cc2OC[C@H]1C	-4	7	-3	-2	-0.3	-0.3	-2	-5
COc1ccc2c3c(n(C)c2c1)[C@H](CO)N(C(=O)C1CC1)CC31CCN(CC2CCCC2)CC1	.	-6	-5	1	0.2	-0.3	-7	.
O=[N+]([O-])c1cc(C(F)(F)F)cc([N+](=O)[O-])c1NCCN1CCNCC1	.	-2	0	-5	0.2	0.1	-4	.
O=C(COn1nnc2ccccc21)N1CCN(Cc2ccccc2)CC1	.	2	4	1	-0.2	0.5	-9	.
Cc1ccc2c(c1)P(=O)(O)c1cc(C)ccc1O2	.	-9	2	4	0.2	-0.3	-4	.
C#CCN(C[C@@H]1[C@@H](OC(=O)NCc2ccc(OC)c(OC)c2)[C@@H](OC(=O)NCc2ccc(OC)c(OC)c2)Cn2c(=O)n(CCCCCC)c(=O)n21)S(=O)(=O)c1ccc(C)cc1	7	5	-1	0	0.2	-0.5	-14	-2
Cn1c(-c2cc3ccccc3oc2=O)nc2ccccc21	.	15	1	3	0.2	.	-3	.
CC1(C)C(=O)N(CCN2CCC(C(=O)c3ccc(F)cc3)CC2)c2ccccc21	-1	-4	4	-2	-0.1	-0.1	-6	5
COc1ccccc1/C=C/C(=O)OCC(=O)NCCC1=CCCCC1	-8	-6	3	-7	0.0	6.1	-17	-1
O=C(COC(=O)C1CCC1)NCc1ccc(F)cc1	-5	9	1	-5	1.3	1.5	-1	0
Cc1cc(C)cc(-n2c(SC(C)C(=O)NCc3ccc4c(c3)OCO4)nc3ccccc3c2=O)c1 (configuration not stated)	.	0	4	-1	0.0	1.9	3	.
COc1ccc(NC(=S)N(CCc2c(C)[nH]c3ccccc23)Cc2cccnc2)cc1	-18	-4	2	2	0.1	0.0	-120	-2
Cc1ccc(-n2ncc3c2CC(C)(C)CC3NC(=O)CCc2ccncc2)cc1 (configuration not stated)	1	1	-2	3	0.1	.	-15	6
O=C(NC1CCOCC1)C1CCC(=O)N(Cc2ccc(Cl)cc2)C1 (configuration not stated)	-4	-5	-4	-1	0.3	-1.5	-8	-6
COc1cc(C(=O)NC2Cc3ccccc3C2)ccc1OC1CCN(C(C)=O)CC1	-5	1	4	0	-0.1	1.9	-10	-12
O=C(CSc1ccccc1)Nc1ccc(C(=O)Nc2ccc(O)cc2)cc1	.	4	-12	2	0.1	.	-14	.
COc1ccc2[nH]cc(CCNC(=S)NCCc3ccccc3)c2c1	-5	-6	4	3	0.3	.	-28	-1
CCC(=O)N1C[C@H](O)COC[C@H]2O[C@H](CC(=O)NCC3CCCCC3)CC[C@@H]21	3	16	-3	3	0.2	0.0	-8	-9
Cc1ccc(NC(=O)COc2cccc(/C=C3\SC(=S)N(CCC(=O)O)C3=O)c2)cc1Cl	24	4	-2	3	0.0	-2.5	-25	.
O=C(C[C@@H]1CC[C@H]2[C@@H](COC[C@H](O)CN2C(=O)Nc2ccc(F)cc2)O1)NC1Cc2ccccc2C1	4	?	-3	0	0.0	-0.1	-3	-1
O=C(CN(CC1CCCO1)C(=O)CNS(=O)(=O)c1ccc(Cl)cc1)NCCc1ccccc1 (configuration not stated)	3	4	-10	-3	.	.	3	-3
CN(CCO)C(=O)c1c(NC(=O)c2ccccc2)sc2c1CCCC2	-5	-5	2	5	0.2	.	-3	-3
COc1cccc(S(=O)(=O)N2CCCCN3[C@H](CO)[C@@H](c4ccc(-c5cncnc5)cc4)[C@@H]3C2)c1	.	-1	0	-1	0.0	-0.5	-22	-15
O=C(Cn1nc(C(=O)O)c2ccccc2c1=O)Nc1ccc(Cl)c(S(=O)(=O)N2CCOCC2)c1	-5	-11	2	2	-0.1	-0.2	-9	-6
Cc1ccc(S(=O)(=O)N(C)C[C@@H]2OCCCC[C@H](C)Oc3ccc(NC(=O)Nc4cccc5ccccc45)cc3C(=O)N([C@H](C)CO)C[C@@H]2C)cc1	1	-3	0	5	0.2	0.6	6	5
CN1C(C(=O)Nc2ncccn2)=C(O)c2ccccc2S1(=O)=O	-8	0	2	1	0.3	0.6	-1	-20
C[C@H]1CN([C@@H](C)CO)S(=O)(=O)c2ccc(C3=CCCC3)cc2O[C@H]1CN(C)C(=O)C1CCCCC1	5	-4	0	1	-0.8	0.4	3	2
Cc1cc(F)ccc1NC(=O)c1ccc(NS(=O)(=O)c2cccs2)cc1	-6	-4	3	-8	0.0	.	-9	-4
[N-]=C=C1C(=S)NC(=O)[C@H]([n+]2ccccc2)[C@H]1c1ccc(Cl)cc1	.	5	3	-1	0.1	0.5	-18	3
COc1ccccc1C(CNC(=O)C(CCSC)NS(=O)(=O)c1ccccc1F)N1CCCC1 (configuration not stated)	-4	8	-5	3	0.3	-0.1	-40	.
CCOC(=O)c1sc2nc3c(SCC(=O)O)cc(C(=O)c4ccccc4O)cn3c(=O)c2c1C	.	-6	2	.	0.4	0.2	-29	.
C[C@@H]1CCCCO[C@@H](CN(C)S(=O)(=O)c2ccccc2)[C@H](C)CN([C@@H](C)CO)C(=O)c2cc(NC(=O)CCC(F)(F)F)ccc2O1	5	-1	0	0	-0.1	-0.1	-22	14
COc1ccc(C2=C/C(=C/c3cccnc3)C(=O)O2)cc1OC	.	-2	2	1	0.2	1.1	-12	.

Copied from the listing (2 entries):
SMILES	esBAF inh	S100A4 inh HTS	ERp5 inh	ERAP1 HTS inh	XiGFP reactiv	E-sel inducer	RAD52 inh	RAD54 branch
O=C(CSc1ccccc1)Nc1ccc(C(=O)Nc2ccc(O)cc2)cc1	.	4	-12	2	0.1	.	-14	.
COc1ccc2[nH]cc(CCNC(=S)NCCc3ccccc3)c2c1	-5	-6	4	3	0.3	.	-28	-1

Of the compounds above, these have a Cl atom:
SMILES	esBAF inh	S100A4 inh HTS	ERp5 inh	ERAP1 HTS inh	XiGFP reactiv	E-sel inducer	RAD52 inh	RAD54 branch
CO[C@@H](CN(C)S(=O)(=O)c1cccc(Cl)c1)[C@@H](C)CN(C(=O)Nc1ccccc1F)[C@@H](C)CO	3	-17	-1	1	0.1	0.4	1	6
CC(=O)Nc1c(-c2ccc(C)cc2)nc2ccc(Cl)cn12	-7	4	4	-4	0.1	0.0	-5	11
CN1C(=O)c2cc(NS(=O)(=O)c3ccc(Cl)cc3)ccc2OC[C@@H]2O[C@@H](CC(=O)N3CCc4ccccc4C3)CC[C@@H]21	15	-15	-5	0	0.1	-0.1	-8	15
O=C(NC1CCOCC1)C1CCC(=O)N(Cc2ccc(Cl)cc2)C1 (configuration not stated)	-4	-5	-4	-1	0.3	-1.5	-8	-6
Cc1ccc(NC(=O)COc2cccc(/C=C3\SC(=S)N(CCC(=O)O)C3=O)c2)cc1Cl	24	4	-2	3	0.0	-2.5	-25	.
O=C(CN(CC1CCCO1)C(=O)CNS(=O)(=O)c1ccc(Cl)cc1)NCCc1ccccc1 (configuration not stated)	3	4	-10	-3	.	.	3	-3
O=C(Cn1nc(C(=O)O)c2ccccc2c1=O)Nc1ccc(Cl)c(S(=O)(=O)N2CCOCC2)c1	-5	-11	2	2	-0.1	-0.2	-9	-6
[N-]=C=C1C(=S)NC(=O)[C@H]([n+]2ccccc2)[C@H]1c1ccc(Cl)cc1	.	5	3	-1	0.1	0.5	-18	3

Assay outcomes (PubChem BioAssay)
